# GalR3 antagonist: GalR3 antagonists in HEK293 cells, primary screen, cell-based, fluorescence readout | AID 651719, 2012 | 360,000 tested, 0.44% active | HEK293 GalR3-CNG cAMP membrane potential fluorescence; galR3 body fused to GalR1 C-terminus | inhibition, % at 3 µM;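 active = inhibition above the screen-wide average plus 3 SD, cut at about 13% in these data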;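 note: forskolin and galanin both at EC90 stimulate the cells; cAMP rise reported by CNG channel membrane potential dye signal; 0% = forskolin plus galanin with DMSO and 100% = forskolin alone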
# Target sequence (O60755 1-299 limits assumed): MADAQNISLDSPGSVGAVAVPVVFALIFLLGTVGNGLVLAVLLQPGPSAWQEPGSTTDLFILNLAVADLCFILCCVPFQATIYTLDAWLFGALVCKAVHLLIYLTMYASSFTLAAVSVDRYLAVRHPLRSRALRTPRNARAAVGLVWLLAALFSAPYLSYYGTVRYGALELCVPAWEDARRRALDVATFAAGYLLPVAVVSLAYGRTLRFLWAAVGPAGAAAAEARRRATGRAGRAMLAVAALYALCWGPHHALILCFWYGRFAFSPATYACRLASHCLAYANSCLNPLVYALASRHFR
# V1aR counter: agonists of human V1a receptor, primary screen, counter-screen for OXTR agonist project, fluorescence, CHO-V1R cells | Fluo-8 calcium fluorescence, agonist mode; 0% DMSO, 100% 3 nM vasopressin | activation, % at 3 µM | 320,000 tested, 0.25% active | AID 2797, 2010;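 active = activation above the mean activation of all tested compounds plus 3 SD, per screening run, cut at about 20% in these data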;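 note: signal is peak over basal fluorescence ratio across a 100 second FLIPR read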
# Target sequence (P37288 whole entry, looked up): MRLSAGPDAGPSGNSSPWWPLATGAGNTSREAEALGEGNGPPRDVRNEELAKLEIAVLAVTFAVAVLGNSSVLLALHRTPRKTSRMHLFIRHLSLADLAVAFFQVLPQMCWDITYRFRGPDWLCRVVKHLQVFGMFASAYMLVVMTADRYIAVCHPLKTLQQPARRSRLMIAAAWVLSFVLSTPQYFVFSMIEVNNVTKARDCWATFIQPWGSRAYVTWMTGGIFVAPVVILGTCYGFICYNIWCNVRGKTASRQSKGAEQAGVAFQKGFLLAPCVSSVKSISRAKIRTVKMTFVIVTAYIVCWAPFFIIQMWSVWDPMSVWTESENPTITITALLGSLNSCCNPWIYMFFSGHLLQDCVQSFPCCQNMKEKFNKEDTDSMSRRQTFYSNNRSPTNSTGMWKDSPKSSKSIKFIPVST
# PHOSPHO1 block: PubChem AID 1565 | Phosphoethanolamine/phosphocholine phosphatase (Homo sapiens), Q8TCT1 | recombinant PHOSPHO1, absorbance phosphatase assay | 290,000 tested, 1.1% active | inhibition, % at 13.3 µM; in the data active = inhibition above about 60%
# FID counter: compounds displacing fluorescent DNA intercalator, primary screen, artefact control for HCV NS3 helicase inhibitor project, biochemical, FID fluorescence; DNA fluorescent intercalator displacement; inhibition, % at 7.9 µM; 290,000 tested, 0.17% active; AID 1845, 2009; in the data active = inhibition above about 37%;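 note: 0% = vehicle and 100% = reference compound; higher means more ethidium bromide displaced from hairpin DNA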
# OXTR agonist: human OXTR agonists, primary screen, fluorescence, CHO-OTR cells, Fluo-8 calcium. Oxytocin receptor (Homo sapiens), P30559. Fluo-8 calcium fluorescence; normalized: DMSO 0%, oxytocin 100%. activation, % at 3 µM. 320,000 tested, 0.32% active;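 active = activation above the mean of all tested compounds plus 3 SD, cutoff set per screening run, cut at about 20% in these data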;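 note: peak over basal fluorescence ratio from a 100 s FLIPR kinetic read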
# IMP-1 inhibitor: IMP-1 metallo-beta-lactamase inhibitors, primary screen, biochemical, epi-absorbance readout, Pseudomonas aeruginosa enzyme; metallo-beta-lactamase IMP-1 (Pseudomonas aeruginosa); purified IMP-1, nitrocefin hydrolysis, epi-absorbance fluorescence; inhibition, % at 5.6 µM; 290,000 tested, 0.45% active; AID 1556, 2009;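 active = inhibition above the mean plus 3 SD of all compounds in the same screening run, cut at about 4.5% in these data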;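 note: 0% = IMP-1 with DMSO and 100% = DMSO wells lacking enzyme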
#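 System: purified IMP-1 / Input: IMP-1 dispensed at 0.2 nM / Medium: 50 mM HEPES pH 7.1, 50 µM ZnSO4, 0.05% Brij 35 / Timing: 15 min enzyme–compound preincubation, then 25 min nitrocefin reaction, 25 °C / Technique: plate fluorescence quenching by hydrolysis product, ex 480/em 530 nm / Repeats: singlicate testing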
# VIM-2 inh: VIM-2 metallo-beta-lactamase inhibitors, primary screen, biochemical, epi-absorbance readout, Pseudomonas aeruginosa enzyme | purified VIM-2, nitrocefin hydrolysis, epi-absorbance fluorescence | inhibition, % at 5.6 µM | 290,000 tested, 0.89% active;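 active = inhibition above the mean of all tested compounds plus 3 SD, cutoff set per screening run, cut at about 7.5% in these data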;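 note: red hydrolysis product quenches plate fluorescence so inhibitors raise well fluorescence; 0% = enzyme with DMSO and 100% = DMSO without enzyme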
# HCV NS3 hel inh: inhibitors of HCV NS3 helicase, primary screen, biochemical, Cy5 molecular beacon fluorescence | Hepatitis C virus NS3 helicase | NS3 helicase DNA unwinding | inhibition, % at 10.9 µM | AID 1800, 2009 | 290,000 tested, 0.56% active;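 active = inhibition above the mean of all tested compounds plus 3 SD, set per campaign, cut at about 35% in these data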;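 note: 0% = DMSO wells and 100% = thioflavine S control wells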
#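 Control set: DMSO versus 110 µM thioflavine S; Material: NS3 helicase fragment of HCV; Measured by: Cy5 fluorescence at 0 and 60 min, beacon hairpin quenching; Read-out basis: percent inhibition from t60/t0 fluorescence ratio; Times: reaction time 60 min, 25 °C; Repeats: single replicate; Compound dosing: single dose, 10.9 µM nominal final, DMSO 0.8% final.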
# GPR7 antagonist: GPR7 receptor antagonists, primary screen, cell-based, fluorescence, single concentration | AID 1861, 2009 | GPR7-expressing cells, fluorescence antagonist assay | 290,000 tested, 1.1% active | inhibition, % at 4.4 µM | Neuropeptides B/W receptor type 1 (Homo sapiens), P48145; in the data active = inhibition above about 16%, passing the limit was not always enough;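 note: cells stimulated with the agonist NPW; 0% = agonist with vehicle and 100% = vehicle without agonist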
# Target sequence (P48145 whole entry, looked up): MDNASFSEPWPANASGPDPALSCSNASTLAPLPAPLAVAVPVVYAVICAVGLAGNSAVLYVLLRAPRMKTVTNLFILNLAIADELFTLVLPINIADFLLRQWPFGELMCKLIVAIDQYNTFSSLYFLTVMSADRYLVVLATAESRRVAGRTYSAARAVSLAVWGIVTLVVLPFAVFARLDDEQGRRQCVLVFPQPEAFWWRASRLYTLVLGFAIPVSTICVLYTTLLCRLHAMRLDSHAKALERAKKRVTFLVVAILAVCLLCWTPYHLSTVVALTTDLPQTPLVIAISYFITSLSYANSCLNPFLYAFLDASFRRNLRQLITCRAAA
# The depositor's hits bear a star; · = not tested or not shown. Outcome played no part in choosing rows; about 4.3% have a hit in one of these screens.
# Results follow in this order: V1aR counter	OXTR agonist	FID counter	GalR3 antagonist	PHOSPHO1 block	HCV NS3 hel inh	GPR7 antagonist	VIM-2 inh	IMP-1 inhibitor
- Cc1cccc(-n2c(SCC(=O)O)nc3sc4c(c3c2=O)CCCC4)c1
  -0.5	-0.1	-30	-5	32	26	-7	-1.8	-4.4
- COc1ccc(C)cc1S(=O)(=O)NC1CCCCC1
  -1.1	-1.0	-7	1	-2	6	-7	-2.2	-2.7
- COCCNC(=O)c1cc2nc(-c3ccc(F)cc3)cc(C(F)(F)F)n2n1
  -1.0	-0.6	3	2	6	1	-1	1.9	-1.6
- COc1ccc(S(=O)(=O)N2CCCC2)c(Cl)c1Cl
  0.4	-1.4	-5	-3	30	5	-9	-1.7	-3.6
- N#Cc1ccc(CSc2nnc(-c3cccs3)n2-c2ccccc2)cc1
  0.7	-1.8	-39	-6	16	13	14	1.8	-4.6
- CC(=O)Nc1nc(C)c(Oc2ccc(Cl)cc2)c(=O)[nH]1
  0.7	0.5	0	0	0	-5	-11	-3.4	-3.9
- CC(C)NC(=O)CN1C(=O)C(C)(C)Oc2ccc(C(=O)NC3CCCCC3)cc21
  1.6	0.2	-23	-4	44	1	-2	-1.3	-2.7
- CCN(c1cccc(C)c1)S(=O)(=O)c1cn(CC(=O)OC)c2ccc([N+](=O)[O-])cc12
  0.5	1.2	9	-7	38	-11	-1	0.1	-0.6
- COc1cc(/C=C/C(=O)Nc2nnc(CC(C)C)s2)cc(OC)c1OC
  1.2	-0.5	-16	5	5	-15	-7	-4.1	-2.0
- CCOC(=O)CSc1nc2ccccc2c(=O)n1CC1CCC(C(=O)NCc2ccco2)CC1 (stereo not given)
  0.2	-1.2	-8	-2	37	4	5	1.8	-2.7
- Cc1cc(C)c(NC(=O)C2CCN(c3cnccn3)CC2)c(C)c1
  1.1	0.2	-18	-2	11	15	-9	-2.6	-1.9
- CCOC(=O)c1sc(-c2ccc(Cl)cc2)nc1O
  5.1	5.1	-16	-5	-13	20	-15	-1.1	-0.2
- Cc1cccc(N2CC(C)Cn3c2nc2c3c(=O)[nH]c(=O)n2C)c1 (stereo not given)
  -2.1	-2.2	-23	-8	5	9	-11	6.4	-0.9
- CCOC(=O)c1cc[n+](CC(=O)c2ccc(F)cc2)cc1
  1.0	-0.4	4	15*	0	-2	0	-3.0	-3.1
- Cc1cc(OCc2ccc(C(=O)NN=C3CCCC3)cc2)ccc1Cl
  5.1	4.3	-8	2	6	-1	-10	-2.3	-2.9
- CC(C)(C)c1cc(NC(=O)c2c(F)cccc2Cl)n(-c2ccccc2)n1
  -0.5	-2.2	-27	-7	40	0	-8	-1.1	-3.2
- COc1ccc(N/C(=N\c2nc(C)cc(C)n2)NC(C)=O)cc1OC
  -0.6	-0.7	-2	-3	-15	-4	2	-1.8	-2.6
- Cc1ccc(Cl)cc1NC(=O)C1CCN(S(C)(=O)=O)CC1
  0.7	0.4	1	-1	34	21	8	0.5	0.4
- Cc1cc2oc(C(=O)NCCc3ccc(S(N)(=O)=O)cc3)c(C)c2cc1C
  1.0	0.4	-20	-5	32	2	3	0.5	4.2
- COC(=O)c1ccc(SCC(=O)N2CCC(C)CC2)c([N+](=O)[O-])c1
  1.7	0.5	-11	-4	-2	-5	-10	-3.8	-3.4
- Cc1ccc(-n2c(N)c(C(=O)N3CCOCC3)sc2=S)cc1
  0.6	1.2	-3	-4	76*	-5	5	-0.4	-0.6
- CC(C)C(NC(=O)c1ccccc1)C(=O)N/N=C\c1ccco1 (stereo not given)
  0.0	3.1	-8	-1	2	-5	1	-3.6	-2.0
- COc1cccc2[nH]c(C(=O)NCC3CCCO3)cc12 (stereo not given)
  0.3	0.1	-5	-7	5	-2	-3	2.1	-0.3
- O=C(CSc1n[nH]c(-c2ccccc2O)n1)N1CCOCC1
  1.0	0.0	-3	-3	16	-8	-13	-1.8	-2.8
- O=C(/C=C/c1ccccc1)OCCCCN=C1NS(=O)(=O)c2ccccc21
  9.8	14	-13	-9	8	-8	0	-1.8	-1.7
- CNS(=O)(=O)c1cccc(C(=O)OCC(=O)C23CC4CC(CC(C4)C2)C3)c1
  1.3	0.3	-23	-5	0	-1	-3	-0.1	-0.9
- COc1cccc(N2CC(C(=O)Nc3nnc(SCC(=O)NC4CCCC4)s3)CC2=O)c1 (stereo not given)
  -0.7	-1.0	-29	-2	17	14	-10	-1.4	-0.8
- CCOC(=O)c1c(CSc2ccccc2)n(C)c2cc(Br)c(O)c(CN(C)C)c12
  -0.5	-0.7	2	-11	6	-46	3	-3.0	-1.5
- O=[N+]([O-])c1ccccc1NCCNS(=O)(=O)c1ccc(Cl)cc1
  3.3	0.4	-4	-12	5	-9	-12	-3.9	-3.8
- CN(C)C(=O)C1Cc2ccccc2CN1S(=O)(=O)c1ccc(F)cc1 (stereo not given)
  1.0	-0.9	-3	-3	29	-8	8	0.7	0.8

# (list continues)
# Results follow in this order: V1aR counter	OXTR agonist	FID counter	GalR3 antagonist	PHOSPHO1 block	HCV NS3 hel inh	GPR7 antagonist	VIM-2 inh	IMP-1 inhibitor
- CCOc1cc(C2C(C(=O)c3ccccc3)=C(C(=O)OC)Nc3nnnn32)ccc1O (stereo not given)
  2.2	-0.1	-5	-1	3	1	-2	-0.3	-2.5
- CC1=C(C(=O)OCCBr)C(c2cccc3ccccc23)NC(=O)N1 (stereo not given)
  0.1	-0.8	-5	-8	36	3	-21	-2.9	-4.0
- COc1cc(C=C2C(=O)OC(C)(C)OC2=O)cc(Cl)c1OCC(=O)Nc1ccccc1
  -0.9	-1.2	-24	6	15	8	-15	-2.4	-2.9
- O=S1(=O)c2ccccc2C(CCO)N1Cc1ccccc1 (stereo not given)
  1.2	0.8	·	-4	-1	·	·	·	·
- CN(C)c1ccc(/C=N/N2C(=S)SC(C)(C)C2N(O)C(=O)Nc2ccc([N+](=O)[O-])cc2)cc1 (stereo not given)
  3.6	1.8	4	0	38	9	2	-3.4	-2.2
- Nc1nnc(SCC(=O)Nc2cc(C(F)(F)F)ccc2N2CCOCC2)s1
  0.6	0.8	-4	3	-1	-4	3	-2.7	-2.8
- Nn1c(SCc2ccccc2F)nnc1-c1cccnc1
  0.7	-1.6	-2	2	37	-8	6	-1.9	-2.7
- COc1cccc(/C=C2\CCC(C3CCCC3)C2=O)c1 (stereo not given)
  -0.2	-1.0	-20	1	34	-3	-2	-1.3	-0.9
- CCCCC[C@H](O)/C=C/[C@H]1C=CC(=O)[C@@H]1C/C=C\CCCC(=O)O
  ·	·	-34	·	-6	13	-16	0.6	1.5
- COc1ccc(CCN2C(=O)CSC2c2ccc(OC)c(OC)c2)cc1OC (stereo not given)
  3.3	0.2	-10	-4	-3	2	-4	-1.7	0.0
- Nc1nc(SCC(=O)OCc2ccccc2)[nH]c(=O)c1NC(=O)c1ccco1
  1.2	0.3	1	·	16	7	-5	-2.8	-1.6
- CC(=O)c1ccc(N(C(=O)CS(=O)CC(=O)Nc2ccc(F)cc2)C(C(=O)NC2CCCCC2)c2cccs2)cc1 (stereo not given)
  -1.0	-2.0	-23	0	5	3	-14	-2.5	-4.1
- CCn1c(SCC(=O)Nc2ccc3c(c2)OCCO3)nnc1-c1c[nH]c2ccccc12
  0.2	-2.3	-24	·	32	4	-11	-4.3	-2.5
- N#Cc1nc(-c2ccco2)oc1N1CCc2ccccc2C1
  -1.0	-1.2	-19	-7	-21	0	-6	-2.4	-4.5
- CCN(CC)c1cc(CS(=O)c2ccccc2)nc(-c2ccccc2)n1 (stereo not given)
  -1.3	-3.4	-25	1	·	-6	-6	0.1	-0.7
- COc1ccc(CC(=O)OCN2C(=O)c3ccccc3C2=O)cc1
  -0.7	-1.6	1	5	19	-11	-9	0.7	-0.8
- COc1cc(C(=O)OCC(=O)NC(N)=O)cc(CN2C(=O)c3ccccc3C2=O)c1OC
  -0.5	0.1	-21	-9	10	2	-8	0.4	-2.8
- O=C(CCSc1nc(-c2ccco2)cc(C(F)(F)F)n1)NCc1cccs1
  -1.1	-1.5	-20	-1	10	6	-2	-3.0	-1.8
- CC(C)c1cc(C(=O)O)on1
  -0.3	0.3	0	-1	7	-2	1	-3.1	-3.6
- O=c1oc(-c2ccco2)nc2sc3c(c12)CCCC3
  -0.1	-1.5	-1	-6	-6	6	5	-3.5	-5.7
- O=C(CSc1ccc([N+](=O)[O-])cn1)Nc1ccc2[nH]c(=O)[nH]c2c1
  1.0	1.2	1	-6	-2	-1	7	-2.1	-1.4
- CC1=C(C#N)CCC(=O)N1Cc1ccc(C)cc1
  -0.2	-0.4	-2	-4	-5	-4	-12	-2.7	-5.8
- CCOc1ccc(NS(=O)(=O)c2ccc3c(c2)oc(=O)n3C)cc1
  3.4	4.6	-1	0	-15	-2	-12	-2.1	-2.5
- O=C(Cc1ccc(F)cc1)NCCc1ccc(F)cc1
  0.9	-1.0	1	-1	14	4	4	-2.9	1.2
- O=C(Cn1ccc2ccccc21)Nc1ccc2c(c1)OCO2
  0.0	0.0	1	-5	16	7	0	-2.9	-2.3
- Nc1ccc(C(=O)N/N=C/c2cn(Cc3ccccc3F)c3ccccc23)cc1
  ·	·	-15	0	41	6	-1	1.7	-0.6
- O=C(Nc1cccnc1)c1cccc(S(=O)(=O)N2CCCCC2)c1
  1.6	1.8	-6	4	41	-4	1	-1.9	0.2
- O=C(O)c1ccccc1C(=O)NCC(O)COCC1CC=CCC1 (stereo not given)
  1.1	0.4	-10	-7	-8	2	0	-0.1	1.8
- Cc1ccc(S(=O)(=O)NNC(=O)c2cnn(-c3ccc(Cl)cc3)c2C(F)(F)F)cc1
  0.2	-1.6	-24	2	12	-6	-10	-1.5	-1.5
- Cc1nc2ccc(NS(=O)(=O)c3ccc(C)c(C)c3)cc2s1
  4.3	6.4	-17	-5	0	-10	13	-2.6	-1.7
- COc1ccc(-c2csc(NC(=O)/C(N=Nc3ccccc3)=C(\C)O)n2)cc1
  -0.9	-0.7	-2	·	22	-5	4	-3.2	-2.6

# An excerpt from above with just IMP-1 inhibitor, GalR3 antagonist and PHOSPHO1 block.
Compound | IMP-1 inhibitor | GalR3 antagonist | PHOSPHO1 block
O=C(Nc1cccnc1)c1cccc(S(=O)(=O)N2CCCCC2)c1 | 0.2 | 4 | 41
O=C(Cn1ccc2ccccc21)Nc1ccc2c(c1)OCO2 | -2.3 | -5 | 16

# Screens from PubChem.
